From PubChem BioAssay
FN deposition inh: fibronectin deposition inhibition; AH1F fibroblasts, Alexa488-fibronectin deposition fluorescence, overnight; inhibition, % at 12.6 µM; 350,000 compounds, 0.086% hits;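 active means mean inhibition across replicates of 30% or more, regardless of how many single replicates reach that level; inconclusive means mean under 30% yet at least half of replicates reach 30%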;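 further: positive control wells lacked labelled fibronectin entirely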
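Assay system: AH1F fibroblast monolayer, labelled fibronectin deposition. Amount: 10000 cells per well. Also added: labelled fibronectin 24 nM. Compound: single-point pinned compound. Incubation: cell attachment 1 h, compound and FN exposure overnight. Detection: fluorescence after three HBSS washes, excitation 485 nm, emission 525 nm. Read-out: inhibition of fibronectin deposition signal.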
SIRT5 inh: inhibitors of human sirtuin-5 desuccinylase | AID 652115 | Q9NXA8 | 330,000 compounds, 1.1% hits | Purified SirT5, succinyl-peptide AMC, trypsin-coupled fluorescence | inhibition, % at 15 µM; in the data active means inhibition above about 15%; inconclusive means no clear call, values can overlap the other calls
Target sequence (Q9NXA8 whole entry, looked up): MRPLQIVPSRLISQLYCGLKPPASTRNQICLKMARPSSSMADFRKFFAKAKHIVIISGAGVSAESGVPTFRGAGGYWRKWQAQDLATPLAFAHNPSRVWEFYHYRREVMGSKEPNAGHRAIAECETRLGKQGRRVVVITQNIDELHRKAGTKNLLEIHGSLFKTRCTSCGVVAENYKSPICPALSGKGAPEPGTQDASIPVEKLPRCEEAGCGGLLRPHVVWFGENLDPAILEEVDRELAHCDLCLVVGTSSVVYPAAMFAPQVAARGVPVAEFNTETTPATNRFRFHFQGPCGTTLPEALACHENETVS
S100A4 MyoIIA: S100A4-myosin IIA interaction inhibition. AID 652163. S100A4/TAMRA-MyoIIA peptide fluorescence polarization. inhibition, % at 10.7 µM. P26447. 360,000 compounds, 0.14% hits;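 active means mean inhibition of at least 70% across replicates, with every replicate also reaching that level; inconclusive means mean inhibition reaches 70% but some replicates fall short; inactive means mean inhibition below 70%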
Target sequence (P26447 whole entry, looked up): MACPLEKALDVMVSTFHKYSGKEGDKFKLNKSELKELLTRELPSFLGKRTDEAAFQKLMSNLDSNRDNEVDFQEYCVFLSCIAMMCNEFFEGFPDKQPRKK
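assay system = human S100A4 monomer with TAMRA-labelled myosin IIA peptide | also added = labelled myosin peptide probe, 5 nM | incubation = 5 min between mix addition and reading | control set = DMSO and TFP controls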
Statin myotox sup: suppressors of simvastatin-induced myotoxicity in C2C12 myotubes. ATP luminescence, 48 h; scaled: DMSO 0, geranylgeraniol control 100. rescue of ATP level, % at 7.49 µM. 330,000 compounds, 0.78% hits;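 active means mean ATP rescue above about 67%, or every replicate alone reaching that limit, limit read from the data, passing the limit was not always enough; inconclusive means no clear call, values can overlap the other calls; inactive means mean under the limit and some replicate under it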;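 further: myotubes were challenged with 10 µM simvastatin during compound exposure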
LGR2 inh: Drosophila LGR2 receptor signaling inhibition; HEK293 LGR2, CRE-luciferase, bursicon-stimulated, 4 h; inhibition, % at 9.99 µM; 380,000 compounds, 0.35% hits; AID 720647;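 active means drop in luminescence signal, shown as inhibition above about 50% in the replicate tests, limit read from the data, passing the limit was not always enough; inconclusive means probably only some replicates passing the limit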;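 further: agonist challenge used bursicon conditioned medium at about half maximal strength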
esBAF inh: blocks esBAF chromatin remodeling in mouse ES cells; 350,000 compounds, 2% hits; reporter increase, % at 12.5 µM; Bmi1-luciferase knock-in reporter, 24 h; 100% = twice the neutral-well signal; AID 602393; in the data active means activation above about 40%; inconclusive means no clear call, values can overlap the other calls;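 further: 0% = median of the plate's neutral control wells and 100% = double that signal; a rise in the Bmi1 reporter signal indicates esBAF inhibition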
Casp6 inh: inhibitors of human caspase-6 | P55212 | purified caspase-6, Z-VEID-R110 cleavage fluorescence | 350,000 compounds, 0.53% hits | inhibition, % at 12.5 µM;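 active means mean inhibition across replicates at least about 35%, with every replicate also reaching that limit, limit read from the data; inconclusive means only one of the two criteria met; inactive means neither criterion met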;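 further: 0% = median of neutral control wells and 100% = no fluorescence left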
Target sequence (P55212 24-179 limits assumed): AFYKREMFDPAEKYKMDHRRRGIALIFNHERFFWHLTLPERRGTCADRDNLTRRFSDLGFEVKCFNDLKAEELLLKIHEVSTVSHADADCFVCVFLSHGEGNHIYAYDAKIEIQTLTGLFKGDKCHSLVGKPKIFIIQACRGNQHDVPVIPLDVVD
Target sequence (P55212 194-293 limits assumed): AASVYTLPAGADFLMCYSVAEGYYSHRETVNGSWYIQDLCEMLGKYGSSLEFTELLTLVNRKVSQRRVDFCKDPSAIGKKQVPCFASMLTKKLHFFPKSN
Starred values were filed as active, the others as inactive; ? = inconclusive; . = no result given. This is a subset, so the mix of outcomes need not match the whole.

SMILES | FN deposition inh | SIRT5 inh | S100A4 MyoIIA | Statin myotox sup | LGR2 inh | esBAF inh | Casp6 inh
C[C@H]1CN([C@@H](C)CO)C(=O)c2cccc(NC(=O)c3cnccn3)c2O[C@@H]1CN(C)S(=O)(=O)c1ccc(Cl)cc1 | -2 | . | . | . | -15 | 2 | .
CC(NC(=O)c1cccs1)c1nnc(SCc2ccc(Cl)cc2Cl)n1C (configuration not stated) | -15 | -3 | 0 | -2 | 5 | 7 | 3
O=C(CN1CCC(NC(=O)c2cccc(F)c2)CC1)NCc1cccs1 | -4 | 3 | -1 | . | -2 | . | -3
O=C(NC1(Cc2ccccc2)CCN(CCCc2ccccc2)C1=O)c1ccccc1 (configuration not stated) | 9 | 0 | 3 | -57 | 28 | -39 | -2
COc1ccc(S(=O)(=O)Nc2cc(C(=O)NCCCOC(C)C)ccc2N2CCOCC2)cc1 | -6 | -1 | 1 | . | -9 | . | 1
O=S1(=O)CCOC[C@H](c2ccccc2)N1Cc1ccccc1F | -4 | -1 | 1 | 5 | -1 | -6 | 3
COc1cc(Cl)ccc1OCc1cc(C(=O)N2CCCC(OC)C2)no1 (configuration not stated) | . | -2 | -4 | 4 | -90 | 75* | 3
COc1ccc2c3c([nH]c2c1)[C@H](CO)N(C(=O)C1CCCCC1)CC31CCN(C(=O)c2ccncc2)CC1 | . | -1 | -11 | . | -3 | . | 0
CN1CCN(/C=N/c2c(C#N)cnn2-c2ccccc2)CC1 | 2 | . | . | -4 | . | 5 | .
COc1ccc(S(=O)(=O)N(C)C[C@H]2Oc3cc(C#CC4CC4)ccc3S(=O)(=O)N([C@H](C)CO)C[C@@H]2C)cc1 | -11 | 8 | -3 | -4 | 27 | 5 | 1
CC(C)C(=O)Nc1ccc2c(c1)C(=O)N(C)[C@H]1CC[C@H](CC(=O)Nc3ccccc3)O[C@@H]1CO2 | -11 | 3 | 1 | 6 | -6 | 0 | -1
COc1ccc(CCNC(=O)c2nn(C)c3c2CS(=O)(=O)c2ccccc2-3)c(OC)c1 | 1 | 0 | -4 | -14 | -3 | -4 | 5
COc1ccc(NC(=O)N(C)C[C@H]2Oc3ccc(N(C)C)cc3CC(=O)N([C@@H](C)CO)C[C@@H]2C)cc1 | . | -5 | -8 | 18 | -3 | 3 | -2
O=S(=O)(CS(=O)(=O)c1ccc(Cl)cc1)c1ccc(Cl)cc1 | 3 | -7 | 2 | -2 | -4 | -10 | -3
COc1ccc2c3c([nH]c2c1)[C@@H](CO)N(C(=O)C1CCCC1)CC31CCN(S(C)(=O)=O)CC1 | . | -2 | -10 | . | -6 | . | -1
Cc1c(=O)n(OCc2ccccn2)c2ccccc2[n+]1[O-] | -25 | . | . | -5 | . | -2 | .
CC(=O)Nc1cccc(NC(=O)C2CCCN2C(=O)Nc2ccc(C)cc2)c1 (configuration not stated) | -6 | . | . | 2 | . | -2 | .
C#CCOCCOCCOCCNc1nc(N2CCN(C(=O)Cn3cc(CC(C)O)nn3)CC2)nc(N2CCN(C(=O)[C@H]([C@@H](C)O)n3cc(CCCCN)nn3)CC2)n1 (some centres not stated) | 0 | -2 | -1 | 5 | -13 | -2 | -14
Cc1cc(N)c(NC2=CC(=O)CC(C)(C)C2)cc1C | 1 | . | . | 138* | . | 23 | .
C=C1[C@H](C)CN[C@H]1CCO | -3 | -1 | 3 | 13 | -18 | -2 | 43*
CO[C@@H]1CN(C)C(=O)c2ccc(NC(=O)C3CCOCC3)cc2OC[C@H](C)N(C(C)=O)C[C@@H]1C | -9 | . | 10 | -27 | 1 | 7 | -2
COC(=O)c1cc(-c2c(C)oc3cc(OC)ccc3c2=O)c(C)o1 | 4 | . | 8 | -16 | . | -2 | .
COc1cccc(OCc2cc(C(=O)N(Cc3ccccc3)CC3CC3)no2)c1 | 8 | -2 | 8 | -4 | 0 | -5 | 1
Cc1nn(C)cc1NC(=O)C[C@@H]1CC[C@H]2[C@@H](COc3ccc(NC(=O)C4CCOCC4)cc3C(=O)N2C)O1 | -2 | -1 | 1 | -22 | 7 | 4 | -2
CC(=O)C1=C(C)N(Cc2ccccc2)C(=O)N[C@H]1c1cccc(F)c1 | -2 | 0 | 0 | 8 | -12 | -10 | 6
(continued)
SMILES | FN deposition inh | SIRT5 inh | S100A4 MyoIIA | Statin myotox sup | LGR2 inh | esBAF inh | Casp6 inh
COc1ccc(-c2csc(N(C)C(=O)c3cccs3)n2)cc1 | . | -7 | 2 | -3 | -37 | ? | .
CCCC(=O)Nc1ccc2c(c1)OC[C@@H](C)N(S(=O)(=O)c1cn(C)cn1)C[C@H](C)[C@H](OC)CN(C)C2=O | -5 | -6 | 11 | 21 | 3 | 2 | 2
O=S(=O)(Nc1cccc(S(=O)(=O)N2CCOCC2)c1)c1ccc2c(c1)OCCO2 | -9 | . | -3 | -11 | 23 | 2 | -3
COc1ccc(/C=C/C(=O)N2CCN(C)CC2)cc1S(=O)(=O)N1CCCCC1 | 2 | -3 | 1 | . | -2 | . | 0
CO[C@H]1CN(C)C(=O)c2cc(NC(=O)c3cccc(Oc4ccccc4)c3)ccc2OC[C@H](C)NC[C@@H]1C | 16 | . | . | -17 | 0 | -1 | .
Clc1ccc(CN2CC[C@H]3C=CCc4cccc(c43)C2)cc1 | 5 | 0 | 3 | -2 | . | -5 | 4
CCOC(=O)c1cccc(NC(=O)C2CCN(S(=O)(=O)c3cccs3)CC2)c1 | . | 0 | -2 | . | 4 | 3 | 3
COc1cc(-c2nc(=S)[nH][nH]2)cc(OC)c1OC | -10 | 2 | 5 | . | . | . | 0
CCc1ccc2c(c1)C1(C(=O)N2)N2CCCC2C(C(=O)c2ccc3ccccc3c2)C12C(=O)Nc1ccccc12 (configuration not stated) | -4 | -1 | 2 | . | 18 | . | -2
CN(C)c1cccc2c1c(NS(=O)(=O)c1cn(C)cn1)nn2C | . | 4 | 5 | -2 | -10 | -6 | 52*
CN(C)C(=O)[C@@H]1[C@@H](CO)[C@@H]2Cn3c(ccc(C4=CCCCC4)c3=O)[C@H]1N2CC1CC1 | . | -25 | 0 | -6 | -6 | -3 | 0
O=[N+]([O-])c1ccc2c(c1)nc(CO)n2Cc1ccccc1 | -4 | -2 | -1 | -3 | -5 | 3 | 0
CCn1c(C(=O)O)c(CC(=O)Nc2ccccc2OC)c2ccccc21 | 7 | 1 | 1 | 0 | -3 | 9 | -4
COc1ccc(Cl)cc1NC(=O)Nc1ccccc1C(N)=O | -6 | . | 0 | . | 4 | . | 1
CO[C@H]1CC[C@@H]2CCOc3ccc(C#N)cc3C(=O)N(C)C[C@@H](C)C(=O)N(C)C[C@H]1O2 | 1 | -3 | -8 | 64 | 8 | 0 | -7
COC(=O)CN1C(=S)N(c2ccc(Cl)cc2)C(=O)C1CC(=O)Nc1ccccc1 (configuration not stated) | -2 | -3 | -3 | . | 0 | . | 3
C/C=C/c1ccc([C@H]2[C@@H](CN(C)C(C)=O)N(C(=O)NCCC)[C@H]2CO)cc1 | -12 | 1 | 2 | 9 | 1 | 2 | -1
CCn1cc(C(=O)NC(C)CCc2ccccc2)c(=O)c2cc(S(=O)(=O)N(C)C)ccc21 (configuration not stated) | -6 | -3 | -3 | -13 | 11 | -2 | 1
CC(=O)N(C)C[C@H]1Oc2cc(C#CC(C)(C)O)ccc2S(=O)(=O)N([C@H](C)CO)C[C@H]1C | 3 | -2 | -27 | 10 | -5 | 1 | -3
COC(=O)c1ccsc1-n1cc(C#N)c(=O)n(C)c1=O | 5 | -5 | -6 | 3 | 12 | -2 | -5
CCc1ccc(OCCn2cccn2)cc1 | 2 | -2 | -1 | . | -36 | . | -4
CC(NC(=O)OCc1ccccc1)C(=O)N1CC(O)CC1C(=O)O (configuration not stated) | 5 | . | -3 | . | . | 2 | .
Clc1ccc(OCc2noc(-c3ccsc3)n2)c(Cl)c1 | 1 | -5 | -1 | -4 | -84 | 64* | 0
COC(=O)[C@@H]1C[C@@]2(O)[C@H](O)[C@H](O)[C@H](O)C[C@H]2N1Cc1ccc(C)s1 | -1 | . | -13 | -1 | -4 | 0 | 4
CC(C)N1CCC(N2CCN(Cc3ccc(-c4ccc(Cl)cc4)o3)CC2CCO)CC1 (configuration not stated) | 6 | -2 | -4 | -24 | 8 | -4 | -35

Copied from the list.
`CCCC(=O)Nc1ccc2c(c1)OC[C@@H](C)N(S(=O)(=O)c1cn(C)cn1)C[C@H](C)[C@H](OC)CN(C)C2=O` | S100A4 MyoIIA: 11
`Clc1ccc(CN2CC[C@H]3C=CCc4cccc(c43)C2)cc1` | SIRT5 inh: 0
`CCn1c(C(=O)O)c(CC(=O)Nc2ccccc2OC)c2ccccc21` | LGR2 inh: -3
`COC(=O)CN1C(=S)N(c2ccc(Cl)cc2)C(=O)C1CC(=O)Nc1ccccc1` (configuration not stated) | S100A4 MyoIIA: -3

Later entries
SMILES | FN deposition inh | SIRT5 inh | S100A4 MyoIIA | Statin myotox sup | LGR2 inh | esBAF inh | Casp6 inh
COc1ccc(OC)c(S(=O)(=O)N2CCCC(C(=O)N3CCC(C(N)=O)CC3)C2)c1 (configuration not stated) | -12 | -1 | -6 | 4 | -3 | 0 | 1
Cc1ccc(NC(=O)c2ccc3c(c2)CCN3S(C)(=O)=O)cc1C | 4 | -2 | -2 | -37 | -60 | 41 | 1
CC(C)Cn1c(SCC(=O)N2CCOCC2)nc2ccccc2c1=O | -11 | -1 | -7 | -3 | -5 | -4 | -2
CCCCSc1nc2c(cnn2-c2ccccc2)c(=O)n1N | 3 | -1 | 1 | . | -114 | . | -1
Cc1cccc2[nH]c3c(N4CCC5(CC4)OCCO5)ncnc3c12 | 0 | . | . | -11 | . | -1 | .
COc1cc(C(=O)OCC(=O)NCCCc2ccccc2)ccc1OCC(C)C | -2 | -1 | 0 | . | 9 | . | -5
COc1ccc(C(CNC(=O)c2cc(S(=O)(=O)Nc3cccc(C)c3)ccc2C)N2CCOCC2)cc1 (configuration not stated) | -1 | -3 | 2 | 0 | -16 | 11 | -2
C[C@@H]1CN([C@H](C)CO)C(=O)c2cc(NS(=O)(=O)c3ccccc3)ccc2O[C@@H](C)CCCCO[C@@H]1CN(C)S(=O)(=O)c1ccc(Cl)cc1 | 6 | -1 | -7 | 27 | 8 | 6 | -1

Five consecutive compounds out of the list so far, for reference:
SMILES | FN deposition inh | SIRT5 inh | S100A4 MyoIIA | Statin myotox sup | LGR2 inh | esBAF inh | Casp6 inh
CCCCSc1nc2c(cnn2-c2ccccc2)c(=O)n1N | 3 | -1 | 1 | . | -114 | . | -1
Cc1cccc2[nH]c3c(N4CCC5(CC4)OCCO5)ncnc3c12 | 0 | . | . | -11 | . | -1 | .
COc1cc(C(=O)OCC(=O)NCCCc2ccccc2)ccc1OCC(C)C | -2 | -1 | 0 | . | 9 | . | -5
COc1ccc(C(CNC(=O)c2cc(S(=O)(=O)Nc3cccc(C)c3)ccc2C)N2CCOCC2)cc1 (configuration not stated) | -1 | -3 | 2 | 0 | -16 | 11 | -2
C[C@@H]1CN([C@H](C)CO)C(=O)c2cc(NS(=O)(=O)c3ccccc3)ccc2O[C@@H](C)CCCCO[C@@H]1CN(C)S(=O)(=O)c1ccc(Cl)cc1 | 6 | -1 | -7 | 27 | 8 | 6 | -1
